# Source: PubChem (several laboratories)
# HIF act: HIF pathway transcriptional activation; U2OS HRE-luciferase reporter, luminescence; normalized: DMSO 0%, desferrioxamine 100%; activation, % at 7.5 µM (by protocol); actives 0.32% (n = 300,000); AID 1910;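 active = mean activation of at least 10% of the iron chelator positive control signal, with at least half of replicates also reaching 10%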
# SKKanGAS inh: blocks kanamycin growth of S. pyogenes SKKanGAS strain; BacTiter-Glo, 6 h; inhibition, % at 7.5 µM; actives 1.3% (n = 300,000);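 active = mean replicate score, as percent of positive control median, at least 50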;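 note: strain carries kanamycin resistance gene driven by streptokinase promoter and grows in 40 µg/ml kanamycin; loss of luminescence reflects streptokinase promoter inhibition or plain growth inhibition; 0% = median of DMSO wells and 100% = positive control at its reference dose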
# aSyn 5UTR inh: 5' untranslated region of α-synuclein, MLPCN primary screen | alpha-synuclein 5'UTR reporter, inhibitor activity | inhibition, % (tested at 7.5 µM) | actives 0.82% (n = 300,000); in the data active = inhibition above about 60%;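 note: H4 neuroglioblastoma cells stably carrying SNCA 5'UTR luciferase fusion; 0% = DMSO wells and 100% = positive control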
# TRPC6 act: activates the mouse TRPC6 cation channel; actives 0.13% (n = 310,000); B-score at 10 µM; AID 2550; Q61143; HEK293-TRPC6 membrane potential dye fluorescence; stronger effect = higher value;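 active = B-score of the integrated fluorescence ratio above library mean plus 3 SD, and starting fluorescence ratio within library mean plus 5 SD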;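 note: higher score means more depolarization so channel activation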
# Target sequence (Q61143 whole entry, looked up): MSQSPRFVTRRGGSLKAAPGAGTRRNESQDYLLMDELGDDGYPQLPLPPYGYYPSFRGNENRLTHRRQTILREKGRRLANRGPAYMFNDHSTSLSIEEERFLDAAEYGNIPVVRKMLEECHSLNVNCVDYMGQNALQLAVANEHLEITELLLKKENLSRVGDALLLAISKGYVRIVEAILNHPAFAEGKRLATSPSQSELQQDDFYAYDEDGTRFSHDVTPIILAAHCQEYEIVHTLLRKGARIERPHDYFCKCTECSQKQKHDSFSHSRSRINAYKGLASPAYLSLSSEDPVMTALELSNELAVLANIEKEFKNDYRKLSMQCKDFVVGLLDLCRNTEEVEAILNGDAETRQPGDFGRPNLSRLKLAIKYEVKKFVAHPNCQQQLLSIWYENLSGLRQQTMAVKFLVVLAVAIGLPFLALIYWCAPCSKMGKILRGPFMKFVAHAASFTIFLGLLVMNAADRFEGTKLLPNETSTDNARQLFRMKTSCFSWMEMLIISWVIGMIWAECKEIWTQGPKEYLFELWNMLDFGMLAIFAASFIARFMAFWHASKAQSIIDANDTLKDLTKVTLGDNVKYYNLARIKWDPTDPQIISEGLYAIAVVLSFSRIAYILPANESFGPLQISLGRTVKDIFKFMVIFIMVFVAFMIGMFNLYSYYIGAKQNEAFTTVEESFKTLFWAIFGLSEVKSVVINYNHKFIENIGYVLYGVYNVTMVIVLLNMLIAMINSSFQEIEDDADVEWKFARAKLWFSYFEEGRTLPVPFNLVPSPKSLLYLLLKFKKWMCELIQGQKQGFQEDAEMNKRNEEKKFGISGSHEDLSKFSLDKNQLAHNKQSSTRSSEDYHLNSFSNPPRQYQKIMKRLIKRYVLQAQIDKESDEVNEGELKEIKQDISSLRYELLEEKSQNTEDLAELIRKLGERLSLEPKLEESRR
# TRPC4 agonist: opens the mouse TRPC4 cation channel. B-score at 10 µM. HEK293 TRPC4beta/mu-opioid, Fluo4 calcium fluorescence; stronger effect = higher value. AID 2237. actives 0.49% (n = 310,000);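 active = B-score above 5 SD of library B-scores, and initial fluorescence ratio not above library mean plus 5 SD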;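 note: positive B-score marks a calcium rise read as TRPC4 activation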
#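 Assay system: HEK293 stable line with TRPC4beta plus mu-opioid receptor. Times: dye 45 min RT, read 110 s. Measured by: kinetic Fluo4 calcium fluorescence. Measure: B score of integrated ratio. Controls: assay buffer as low control, maximal DAMGO as high control.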
# KLF5 inh: kruppel-like factor 5 inhibition; DLD-1 KLF5 promoter-luciferase reporter, luminescence; inhibition, % at 5 µM; actives 0.23% (n = 290,000); AID 1700;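 active = inhibition above a per-plate limit of that plate's mean compound inhibition plus 3 SD, cut at about 60% in these data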;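 note: 0% = DMSO wells and 100% = LY294002 at 200 µM; higher means less KLF5 promoter-driven luciferase light; inactives centre near -14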
# TRPC4 block: inhibitors of mouse TRPC4 channel | HEK293 TRPC4beta/mu-opioid, DAMGO-evoked Fluo4 calcium flux; stronger effect = lower value | B-score at 10 µM | actives 0.39% (n = 300,000) | AID 2247;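 active = B-score over 3 SD under the library average, no early fluorescence shift, positive overall ratio signal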
#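 Assay system: TRPC4beta/mu-opioid receptor HEK293 cell line; compound dosing: single concentration per test compound; detection: Fluo4 Ca2+ flux fluorescence; evaluation: per-well B score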
# TRPC6 inhibitor: blocks the mouse TRPC6 cation channel; Q61143; HEK293-TRPC6, membrane potential dye, ACh-evoked depolarization; stronger effect = lower value; B-score at 10 µM; actives 1.1% (n = 310,000); AID 2553;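 active = B-score under library mean minus 3 SD, initial fluorescence not abnormally high, positive integrated signal ratio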;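 note: B-score derived from integrated fluorescence ratio over the kinetic read; more negative B-score means stronger inhibition of depolarization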
# TRPC4 potent: TRPC4 (mouse) allosteric potentiation | B-score at 10 µM | HEK293 TRPC4beta/mu-opioid, DAMGO EC20, Fluo-4 Ca2+ flux; stronger effect = higher value | actives 0.42% (n = 310,000) | Q9QUQ5;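 active = B-score of calcium response area above 5 SD of library B-scores, with initial fluorescence ratio within 5 SD of library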;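 note: B-score of integrated fluorescence ratio over time as area under calcium response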
# MrgX1 antagonist: human MrgX1 receptor antagonism, primary screen | Q96LB2 | MRGX1-HEK293 calcium flux, Fluo-4, BAM8-22 antagonism; stronger effect = lower value | B-score at 10 µM | actives 1.3% (n = 310,000) | AID 588676;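 active = calcium-response B-score plate-corrected more than 3 library SD below zero, starting fluorescence within 5 deviations, no agonist response on first addition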;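 note: peak minus trough fluorescence over baseline after final BAM8-22 challenge near maximal dose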
# IEC-6 cytotox: counter-screen for KLF5 inhibitors: cytotoxicity in IEC-6 cells; IEC-6 cytotoxicity, luminescence viability; inhibition, % at 5 µM; actives 0.78% (n = 290,000); in the data active = inhibition above about 22%;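 note: 0% = plate median of test compound wells and 100% = cytotoxic reference compound wells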
# Active calls of the source: *; i = inactive; / = no result given.
SMILES,HIF act,SKKanGAS inh,aSyn 5UTR inh,TRPC6 act,TRPC4 agonist,KLF5 inh,TRPC4 block,TRPC6 inhibitor,TRPC4 potent,MrgX1 antagonist,IEC-6 cytotox
CCN(CC)c1nc(-c2ccccc2)ncc1S(=O)(=O)c1ccc(C)cc1,-1.1,15,-43,i,i,0,i,i,i,i,0
COc1cccc(/C=N/NC(=O)CNC(=O)c2ccc3c(c2)OCCO3)c1O,0.7,-8,27,i,i,0,i,i,i,i,-5
COc1ccccc1N1CCN(C2CCN(C3CCC(c4ccccc4)CC3)CC2)CC1 (stereo unspecified),-0.3,-1,2,i,i,-14,i,i,i,i,-5
C(=N\N1CCOCC1)/c1ccsc1,1.2,-2,11,i,i,-10,i,i,i,i,-4
O=C(CSc1nnnn1-c1ccccc1)N1CCN(C(=O)c2ccco2)CC1,-0.6,-3,-3,i,i,-2,i,i,i,i,-9
COc1nc(N/N=C/c2ccc(C)cc2)nc(N2CCCCC2)n1,0.4,-14,-5,i,i,0,i,i,i,i,8
O=C(/C=C\c1ccco1)Nc1nc(-c2ccc3ccccc3c2)cs1,-0.4,63*,-7,i,i,-9,i,i,i,i,-1
O=C(O)/C=C/C(=O)Nc1ccc(OC(F)(F)Cl)cc1,-0.2,0,-6,i,i,-35,i,i,i,i,3
COc1ccc(N2CCN(C(=O)CCc3c[nH]c4ccccc34)CC2)cc1,-0.1,0,5,i,i,-25,i,i,i,i,-8
c1ccc2cc(CNCc3cccc4ccccc34)ccc2c1,-0.1,-3,4,i,i,-24,i,i,i,i,-2
COc1cccc(/C=N/NC(=O)C(=O)Nc2ccccc2OC(F)(F)C(F)F)c1,/,-2,-6,i,i,-24,i,i,i,i,-1
O=C(O)COc1ccc(-c2nccc(-c3ccccn3)n2)cc1,-2.9,-1,72*,i,i,11,i,i,i,i,-2
CCCCOc1c(Br)cc(CNCCCN2CCOCC2)cc1OC,-1.4,-1,-22,i,i,-28,i,i,i,i,-1
C=CCOC(=O)Cn1cnc2c(sc3nc(C)cc(C)c32)c1=O,1.2,-1,-42,i,i,-87,i,i,i,i,5
O=C(CSc1nc2ccc(Cl)cc2[nH]1)NC1CCCc2ccccc21 (stereo unspecified),0.0,-1,-5,i,i,-16,i,i,i,i,-8
Cn1cc(S(=O)(=O)N2CCOCC2)cc1C(=O)Nc1cccc(Cl)c1,-0.4,-4,-6,i,i,-6,i,i,i,i,-4
CCN(CC)CCNC(=O)c1cc2cc3ccc(OC)cc3nc2o1,0.8,0,-15,i,i,-41,i,i,i,i,-9
CCOC(=O)C1=C(c2ccccc2)OC(N)=C(C#N)C1c1ccco1 (stereo unspecified),-0.4,/,30,i,i,-16,i,i,i,i,2
O=C(O)c1ccc(S(=O)(=O)N2CCSCC2)cc1,-7.7,-1,12,i,i,-11,i,i,i,i,8
CCOc1ccc2c(c1)c1nnc(SCC(=O)N3CCCCC3C)nc1n2C (stereo unspecified),0.1,7,23,i,i,-15,i,i,i,i,-4
CCn1c(=O)c2c(nc3n2CC(C)CN3CCc2ccccc2)n(C)c1=O (stereo unspecified),0.1,-3,13,i,i,-9,i,i,i,i,3
C/C(=N/OCC(=O)Nc1ccccc1)c1cccs1,2.9,-18,-131,i,i,-12,i,i,i,i,-4
C[C@@H]1CN(C2CCN(Cc3nc(C(c4ccccc4)c4ccccc4)no3)CC2)C[C@H](C)O1,-0.1,-7,-13,i,i,-40,i,i,i,i,-2
O=C1N=C(N2CCN(Cc3ccccc3)CC2)S/C1=C/c1cccs1,1.0,17,-20,i,i,-43,i,i,i,i,-5
CC1CC(C)(C)NC(=S)N1CCCC(=O)Nc1ccc2c(c1)OCCO2 (stereo unspecified),1.7,2,-91,i,i,-31,i,i,i,i,-2
CC1CCN(CC(=O)c2cccs2)CC1,1.3,0,-29,i,i,-42,i,i,i,i,6
CSc1ccccc1OCc1cc(C(=O)NC(C)Cn2cncn2)no1 (stereo unspecified),0.8,3,1,i,i,-13,i,i,i,i,-5
COc1ccc(S(=O)(=O)NNC(=O)c2cc3cc4ccccc4nc3s2)cc1,0.6,-9,-11,i,i,5,i,i,i,i,6
Cn1cc(/C=N/NC(=O)c2ccc(C#N)cc2F)c2ccccc21,0.4,-15,3,i,i,-10,i,i,i,i,8
Cc1ccc(O)c(C(CC(=O)NC(C)C)c2ccccc2)c1 (stereo unspecified),-0.4,3,10,i,i,-15,i,i,i,i,-1
COc1ccc(OC)c(NC(=O)Cn2cc(C#N)c3ccccc32)c1,-0.1,1,15,i,i,0,i,i,i,i,-4
O=C(Nc1cccc2ncccc12)c1ccc([N+](=O)[O-])o1,0.5,11,-169,i,i,-2,i,i,i,i,98*
NC(=O)COC(=O)CCCc1c[nH]c2ccccc12,-0.4,2,6,i,i,-4,i,i,i,i,1
CC(C)C[C@H](NC(=O)Nc1cccc(C(F)(F)F)c1)C(=O)O,-0.1,1,11,i,i,-22,i,i,i,i,0
COc1ccc(OC)c(NC(=O)C(=O)NNC(=O)c2cccs2)c1,-0.2,2,-18,i,i,-12,i,i,i,i,6
O=C(Nc1nccs1)c1ccc(Br)cc1,2.1,-2,-161,i,i,-128,i,i,i,i,6
CC(=O)c1cccc(NC(=O)N2C3CCC2CC(O)(c2cccnc2)C3)c1 (stereo unspecified),0.4,4,8,i,i,-11,i,i,i,i,-1
Cc1onc(-c2ccccc2)c1C(=O)Nc1ccc(S(=O)(=O)N2CCCCC2)cc1,/,4,30,i,i,11,i,i,i,i,0
COC(=O)c1ccccc1NC(=S)NC(NC(=O)c1ccco1)C(Cl)(Cl)Cl (stereo unspecified),-0.3,4,-7,i,i,10,i,i,i,i,-2
O=C(O)c1ccc(Nc2nc(-c3cccnc3)cs2)cc1O,1.4,16,-10,i,i,6,i,i,i,i,1
CCCCC(=O)NCCc1ccc(OC)cc1,-0.1,-3,6,i,i,-4,i,i,i,i,-4
O=[N+]([O-])c1ccc(-c2cn3c(n2)CCC3)cc1,3.1,8,-129,i,i,-73,i,i,i,i,-10
CC(C)(C)NS(=O)(=O)c1ccc(CCC(=O)NCc2ccco2)cc1,-0.4,-6,20,i,i,-34,i,i,i,i,-7
O=C(CN1CCN(Cc2ccccc2)CC1)Nc1ccc(Cl)cc1,0.1,-4,-3,i,i,-7,i,i,i,i,1
O=C(Oc1cccc(Nc2ncnc3ccccc23)c1)c1ccccc1Cl,0.7,61*,-21,i,i,-23,i,i,i,i,2
CCS(=O)(=O)N1CCN(c2ccc(S(=O)(=O)N3CCOCC3)cc2)CC1,0.1,-2,-14,i,i,3,i,i,i,i,4
Cn1ccnc1SCC(=O)Nc1ccc2c(c1)COC2=O,1.8,-7,-39,i,i,-13,i,i,i,i,-1
NC1=NC(=Nc2ccc(Cl)cc2)c2ccccc21,0.5,-5,-1,i,i,4,i,i,i,i,0
Cc1ccc(CO/N=C/c2c(O)cc(C)oc2=O)cc1,0.1,-10,-4,i,i,-31,i,i,i,i,4
CC1CC(C)CN(C(=O)C(Cc2ccccc2)NC(=O)c2ccccc2)C1 (stereo unspecified),-1.3,-2,8,i,i,/,i,i,i,i,/
CC(C)N(CCc1ccncc1)C(=O)Nc1ccc(Cl)c(Cl)c1,0.0,-1,10,i,i,-31,i,i,i,i,7
Nc1nsc2ccccc12,-0.1,-5,-35,i,i,5,i,i,i,i,18
N#Cc1c[nH]n2c(=O)c3c(nc12)CCC3,-0.1,-3,1,i,i,-35,i,i,i,i,-1
CC(C)c1nnc(NC(=O)c2nc(S(=O)(=O)Cc3ccccc3)ncc2Cl)s1,-2.4,3,-81,i,i,18,i,i,i,-5.3*,42*
O=c1nc2ccccn2c2ccc(S(=O)(=O)N3CCCCC3)cc12,-0.3,0,-7,i,i,-5,i,i,i,i,-7
Cc1cc(N2CCN(Cc3nc(-c4ccc(F)cc4)oc3C)CC2)cc(C)n1,-0.1,6,7,i,i,-40,i,i,i,i,-1
CCNC(=S)NNC(=O)Cc1ccccc1,0.0,-12,-1,i,i,-30,i,i,i,i,-10
CC(C)c1nc(SCc2c(F)cccc2Cl)c2c(=O)n(C)c(=O)n(C)c2n1,-0.1,13,22,i,i,3,i,i,i,i,-5
CCOc1ccc(C(=O)Nc2ccc(CN3CCOCC3)cc2)cc1Cl,1.4,0,-10,i,i,-24,i,i,i,i,-5
C=CCn1sc(=N)c(C#N)c1N,0.3,1,-17,i,i,-29,i,i,i,i,0

# Look-ups from the list.
# CC1CC(C)CN(C(=O)C(Cc2ccccc2)NC(=O)c2ccccc2)C1 (stereo unspecified) | SKKanGAS inh = -2
# CCNC(=S)NNC(=O)Cc1ccccc1 | HIF act = 0.0

# Next part
SMILES,HIF act,SKKanGAS inh,aSyn 5UTR inh,TRPC6 act,TRPC4 agonist,KLF5 inh,TRPC4 block,TRPC6 inhibitor,TRPC4 potent,MrgX1 antagonist,IEC-6 cytotox
Cc1ccccc1CC1(CO)CCCN(C(=O)c2ccccc2N(C)C)C1 (stereo unspecified),-0.2,/,7,i,i,-21,i,i,i,i,4
COC(=O)C1CCN(C(=O)N2CCOCC2)CC1,-0.1,-3,18,i,i,-14,i,i,i,i,0
COc1cc(C(=O)OCC(C)=O)c([N+](=O)[O-])cc1OC,0.3,-2,-19,i,i,7,i,i,i,i,0
O=C(CN1C(=O)S/C(=C\c2cccs2)C1=O)Nc1ccc(O)cc1C(=O)O,-0.4,-3,0,i,i,-17,i,i,i,i,-9
Cc1nn(-c2ccccc2)c(N)c1-c1ccccc1,2.6,1,-72,i,i,-133,i,i,i,i,-7
O=C(N/N=C/c1ccc(OC(=O)c2ccc(Br)cc2)cc1)c1ccncc1,0.0,-2,-14,i,i,-13,i,i,i,i,-6
Cn1nnc(NC(=O)c2ccccc2)n1,-0.2,-20,-3,i,i,-7,i,i,i,i,-4
O=C(N/N=C/C=C/c1ccccc1)c1cccc(Br)c1,0.2,30,-5,i,i,9,i,i,i,i,5
CC(=O)N1CCN(C(=S)NC(=O)C23CC4CC(CC(C4)C2)C3)CC1,-0.1,3,9,i,i,-3,i,i,i,i,-3
O=C(CCn1c(=O)[nH]c2ccccc2c1=O)N1CCN(c2cccc(C(F)(F)F)c2)CC1,0.1,-2,12,i,i,2,i,i,i,i,-2

# One compound at a time (already shown). Screens in order: HIF act | SKKanGAS inh | aSyn 5UTR inh | TRPC6 act | TRPC4 agonist | KLF5 inh | TRPC4 block | TRPC6 inhibitor | TRPC4 potent | MrgX1 antagonist | IEC-6 cytotox
# O=C(CCn1c(=O)[nH]c2ccccc2c1=O)N1CCN(c2cccc(C(F)(F)F)c2)CC1 is listed with 0.1 | -2 | 12 | i | i | 2 | i | i | i | i | -2
# Cc1ccccc1CC1(CO)CCCN(C(=O)c2ccccc2N(C)C)C1 (stereo unspecified) is listed with -0.2 | / | 7 | i | i | -21 | i | i | i | i | 4
